Screens deposited in PubChem BioAssay by several laboratories.
MrgX1 PAM – allosterically activates human MrgX1 receptor signaling. Q96LB2. actives 0.63% (n = 310,000). B-score at 10 µM. MrgX1-HEK293, Fluo-4 calcium flux, FDSS; hits give high values. AID 588675;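 active = plate-corrected calcium response at least 3 library SD above typical, normal starting fluorescence, not activating the receptor alone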;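 note: compound read alongside a low EC10 to EC30 dose of BAM8-22 agonist; peak minus trough fluorescence over baseline measured at the second addition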
MrgX1 antagonist – blocks BAM8-22 activation of human MrgX1 receptor. actives 1.3% (n = 310,000). MRGX1-HEK293 calcium flux, Fluo-4, BAM8-22 antagonism; hits give low values. B-score at 10 µM;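 active = calcium-response B-score plate-corrected more than 3 library SD below zero, starting fluorescence within 5 deviations, no agonist response on first addition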;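 note: peak minus trough fluorescence over baseline after final BAM8-22 challenge near maximal dose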
TMEM16A act – mouse TMEM16A channel activation, primary screen | AID 623877 | B-score at 10 µM | actives 0.3% (n = 340,000) | HEK293 TMEM16A/YFP-H148Q/I152L, iodide quench fluorescence; hits give low values;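 active = fluorescence-ratio B-score plate-corrected deviation score at least 3 library SD below zero, with starting fluorescence score within 5 deviations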;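 note: channel opened by trigger with iodide after compound preincubation; score built on the fluorescence ratio of max minus min over baseline; more negative score means more quench and so TMEM16A activation or potentiation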
TRPC6 inhibitor – blocks the mouse TRPC6 cation channel; Q61143; HEK293-TRPC6, membrane potential dye, ACh-evoked depolarization; hits give low values; B-score at 10 µM; actives 1.1% (n = 310,000); AID 2553;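 active = B-score under library mean minus 3 SD, initial fluorescence not abnormally high, positive integrated signal ratio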;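 note: B-score derived from integrated fluorescence ratio over the kinetic read; more negative B-score means stronger inhibition of depolarization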
Target sequence (Q61143 whole entry, looked up): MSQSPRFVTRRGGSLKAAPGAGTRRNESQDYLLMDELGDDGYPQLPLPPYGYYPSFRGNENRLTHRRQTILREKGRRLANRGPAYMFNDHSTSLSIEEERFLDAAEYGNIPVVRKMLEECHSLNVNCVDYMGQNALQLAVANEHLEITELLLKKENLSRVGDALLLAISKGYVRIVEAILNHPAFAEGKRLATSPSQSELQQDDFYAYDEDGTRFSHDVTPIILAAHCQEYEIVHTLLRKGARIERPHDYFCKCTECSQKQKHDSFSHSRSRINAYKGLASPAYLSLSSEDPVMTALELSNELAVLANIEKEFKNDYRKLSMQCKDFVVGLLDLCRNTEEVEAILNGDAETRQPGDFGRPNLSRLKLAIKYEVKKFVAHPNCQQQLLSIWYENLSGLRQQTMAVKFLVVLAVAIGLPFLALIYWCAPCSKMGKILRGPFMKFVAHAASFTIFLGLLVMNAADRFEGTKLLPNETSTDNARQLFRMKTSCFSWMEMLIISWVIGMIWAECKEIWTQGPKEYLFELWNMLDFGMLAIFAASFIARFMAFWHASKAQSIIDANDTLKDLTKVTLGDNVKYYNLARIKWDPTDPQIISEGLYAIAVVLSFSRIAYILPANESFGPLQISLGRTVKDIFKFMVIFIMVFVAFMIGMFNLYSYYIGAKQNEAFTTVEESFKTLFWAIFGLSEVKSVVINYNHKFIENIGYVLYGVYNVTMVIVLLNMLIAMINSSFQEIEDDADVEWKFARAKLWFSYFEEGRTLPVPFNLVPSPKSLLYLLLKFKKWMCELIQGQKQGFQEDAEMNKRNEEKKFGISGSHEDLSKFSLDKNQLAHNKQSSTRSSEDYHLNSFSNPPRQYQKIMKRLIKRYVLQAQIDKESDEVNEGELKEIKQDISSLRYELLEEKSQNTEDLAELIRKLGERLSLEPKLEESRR
SKKanGAS inh – SKKanGAS growth inhibition. S. pyogenes SKKanGAS, kanamycin growth, BacTiter-Glo, 6 h. inhibition, % at 7.5 µM. actives 1.3% (n = 300,000). AID 1662;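 active = mean replicate score, as percent of positive control median, at least 50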;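 note: strain carries kanamycin resistance gene driven by streptokinase promoter and grows in 40 µg/ml kanamycin; loss of luminescence reflects streptokinase promoter inhibition or plain growth inhibition; 0% = median of DMSO wells and 100% = positive control at its reference dose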
TRPC4 potent – TRPC4 (mouse) allosteric potentiation; Q9QUQ5; HEK293 TRPC4beta/mu-opioid, DAMGO EC20, Fluo-4 Ca2+ flux; hits give high values; B-score at 10 µM; actives 0.42% (n = 310,000); AID 2227;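 active = B-score of calcium response area above 5 SD of library B-scores, with initial fluorescence ratio within 5 SD of library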;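 note: B-score of integrated fluorescence ratio over time as area under calcium response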
TRPC4 act – TRPC4 (mouse) channel activation; Q9QUQ5; HEK293 TRPC4beta/mu-opioid, Fluo4 calcium fluorescence; hits give high values; B-score at 10 µM; actives 0.49% (n = 310,000); AID 2237;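 active = B-score above 5 SD of library B-scores, and initial fluorescence ratio not above library mean plus 5 SD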;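 note: positive B-score marks a calcium rise read as TRPC4 activation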
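System – HEK293 cells stably co-expressing mouse TRPC4beta and mu-opioid receptor · Signal – Fluo4 calcium-sensitive dye fluorescence, kinetic, 1 Hz baseline · Benchmarks – buffer (low) and maximal DAMGO (high) · Read-out – B score of integrated fluorescence ratio per well · Incubation – dye loading 45 min room temperature, 110 s kinetic read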
MrgX1 ag – activates human MrgX1 receptor signaling; Q96LB2; MrgX1-HEK293 cells, Fluo-4 calcium fluorescence, agonist mode; hits give high values; B-score at 10 µM; actives 0.44% (n = 310,000);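 active = calcium response B-score plate-corrected fluorescence ratio at least 3 library SD, with starting fluorescence B-score inside 5 SD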
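Test system: HEK293 cells stably expressing human MrgX1 receptor; amount: 15,000 cells per well; doses: compound delivered in addition one of three; times: overnight plating before 1 h dye loading; detection: Fluo-4 NW calcium-flux fluorescence, kinetic read; read-out basis: B-scored fluorescence response ratio; controls: positive and negative controls per plate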
ANO1 block – blocks the mouse calcium-activated chloride channel TMEM16A; HEK293 TMEM16A/YFP iodide influx fluorescence, ionomycin; normalized B-score (activity score, 25-100; higher = stronger inhibition) at 10 µM; actives 1.2% (n = 310,000);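 active = ratio plate-corrected score three or more library SD toward inhibition, starting fluorescence score within five deviations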;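 note: score derived from kinetic fluorescence span divided by baseline fluorescence per well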
TRPC4 inh – blocks the mouse TRPC4 cation channel; HEK293 TRPC4beta/mu-opioid, DAMGO-evoked Fluo4 calcium flux; hits give low values; actives 0.39% (n = 300,000); Q9QUQ5; B-score at 10 µM;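 active = B-score over 3 SD under the library average, no early fluorescence shift, positive overall ratio signal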
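Signal: kinetic Fluo4 fluorescence imaging of calcium influx. Material: stable TRPC4beta/mu-opioid receptor HEK293 cells. Probe or stimulus: DAMGO in two steps, submaximal then maximal.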
TRPC6 act – mouse TRPC6 channel activation. HEK293-TRPC6 membrane potential dye fluorescence; hits give high values. B-score at 10 µM. actives 0.13% (n = 310,000). AID 2550;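 active = B-score of the integrated fluorescence ratio above library mean plus 3 SD, and starting fluorescence ratio within library mean plus 5 SD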;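 note: higher score means more depolarization so channel activation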
* = called active by the depositor; i = inactive; nt = no result given.

SMILES	MrgX1 PAM	MrgX1 antagonist	TMEM16A act	TRPC6 inhibitor	SKKanGAS inh	TRPC4 potent	TRPC4 act	MrgX1 ag	ANO1 block	TRPC4 inh	TRPC6 act
CCOc1ccc(CN2CCN(Cc3cccc4nonc34)CC2CCO)cc1 (centres undefined)	i	i	i	i	6.0	i	i	i	i	i	i
Oc1ccc2ccccc2c1C=Nc1ccc(Cl)cn1	i	i	i	i	nt	i	i	i	i	i	i
c1cncc(Cc2cc3ccccc3[nH]2)c1	i	i	i	i	-7.4	i	i	i	i	i	i
O=C(O)CCc1ccc(-c2ccc(Cl)cc2)n1NC(=O)c1ccc(O)cc1	i	i	i	i	-2.4	i	i	i	i	i	i
O=c1[nH]c(CN2CCCCC2)nc2ccccc12	i	i	i	i	2.1	i	i	i	i	i	i
CCOC(=O)Cc1csc(NC(=O)Cc2ccc(Cl)cc2)n1	i	i	i	i	-3.9	i	i	i	i	i	i
Cc1ccc(CN2CCN(Cc3ccc(-n4cccn4)cc3C)CC2CCO)cc1 (centres undefined)	i	i	i	i	2.0	i	i	i	i	i	i
CCCCCCSc1nc(O)c(C2OC(=O)c3c2ccc(OC)c3OC)c(=O)n1-c1ccccc1 (centres undefined)	i	i	i	i	38.9	i	i	i	i	i	i
Cc1ccc(C(O)(CCN2CCCCC2)c2ccccc2)cc1 (centres undefined)	i	i	i	-7.1*	1.9	i	i	i	i	i	i
Cn1c(=O)c2c(nc(SCCCO)n2Cc2ccccc2Cl)n(C)c1=O	i	i	i	i	-6.7	i	i	i	i	i	i
COc1ccc(CNC(=O)C2CC(c3cccc([N+](=O)[O-])c3)=NO2)cc1 (centres undefined)	i	i	i	i	2.1	i	i	i	i	i	i
O=C(CCN1C(=O)S/C(=C/c2ccccc2)C1=O)Nc1ccc(O)c(C(=O)O)c1	i	i	i	i	10.2	i	i	i	i	i	i
O=c1c(Cc2ccc(F)cc2)c(O)ccn1Cc1ccco1	i	i	i	i	-0.2	i	i	i	i	i	i
O=C1c2ccccc2C(=O)N1CCOc1ccccc1Cl	i	i	i	i	6.5	i	i	i	i	i	i
O=C(NCCCN1CCOCC1)C(=O)N/N=C/c1c2ccccc2cc2ccccc12	i	i	i	i	-0.1	i	i	i	i	i	i
COc1ccccc1NC(=O)c1ccc(NC(=O)COC(=O)C2CCCCC2)cc1	i	i	i	i	4.1	i	i	i	i	i	i
CCc1cccc(C)c1NC(=O)COC(=O)c1ccc2c(c1)S(=O)(=O)c1ccccc1C2=O	i	i	i	i	3.7	i	i	i	i	i	i
O=C1CCN(CCc2ccccc2)CCN1CCO	i	i	i	i	4.8	i	i	i	i	i	i
Cc1cnc(NC(=O)c2ccc3c(c2)C(=O)N(Cc2ccco2)C3=O)s1	i	i	i	i	6.9	i	i	i	i	i	i
Cc1cccc(NC(=S)N/C(=N/S(=O)(=O)c2ccccc2)c2ccccc2)c1	i	i	i	i	5.9	i	i	i	i	i	i
O=C(COc1ccc(Br)cc1)OCc1nnc(-c2ccccc2)o1	i	i	i	i	5.5	i	i	i	i	i	i
COCCN(C(=O)CCC(=O)Nc1nccs1)C(C(=O)NCCC(C)C)c1ccc(F)cc1 (centres undefined)	i	i	i	i	-1.8	i	i	i	i	i	i
O=C(C(Cc1ccccc1)n1cccc1)N1CCc2ccccc21 (centres undefined)	i	i	i	i	13.4	i	i	i	i	i	i
CC(=O)c1ccc(NC(=O)Nc2cccc(Cl)c2)cc1	i	i	i	i	1.5	i	i	i	25*	i	i
CCC(=O)Nc1ccc2nc(SCC(=O)N3CCCC3)sc2c1	i	i	i	i	6.8	i	i	i	i	i	i
COc1ccc(Cc2n[nH]c(=S)n2NC(=O)Nc2ccc(Cl)c(Cl)c2)cc1	i	i	i	i	65.5*	i	i	i	i	i	i
COc1cc(C2c3c(oc4cc(C)c(C)cc4c3=O)C(=O)N2c2cc(C)ccn2)ccc1O (centres undefined)	i	i	i	i	13.2	i	i	i	i	i	i
COc1ccc(-n2nc(C(=O)NCC(=O)NCC3COc4ccccc4O3)c3ccccc3c2=O)c(OC)c1 (centres undefined)	i	i	i	i	-1.6	i	i	i	i	i	i
Cc1cc(C)c(C#N)c(N2CCN(S(=O)(=O)Cc3ccccc3)CC2)n1	i	i	i	i	-6.9	i	i	i	i	i	i
O=C(O)CCCC(=O)Nc1ccccc1SCCS(=O)(=O)c1ccc(Cl)cc1	i	i	i	i	1.5	i	i	i	i	i	i
Cc1ccc(S(=O)(=O)N2CCC(C(=O)N[C@@H](C)C(=O)Nc3ccc4c(c3)OCO4)CC2)cc1	i	i	i	i	-6.9	i	i	i	i	i	i
CC1(C)CC(=O)C(Sc2ccc(Br)cc2)=C(O)C1	i	i	i	i	-5.1	i	i	i	i	i	i
O=C(Cn1cc([N+](=O)[O-])cn1)Nc1ccn(Cc2c(F)c(F)c(F)c(F)c2F)n1	i	i	i	i	1.7	i	i	i	i	i	i
Cc1cc(C)c(NC(=S)NCCO)c(C)c1	i	i	i	i	7.7	i	i	i	i	i	i
COC(=O)C1N[C@@H]([C@@H](NC(=O)COc2ccccc2)C(=O)NCc2ccc(OC)cc2)SC1(C)C (some centres undefined)	i	i	i	i	-4.4	i	i	i	i	i	i
COc1ccc(C2NC(=S)N3C(c4ccc(OC)cc4)NC(=S)N23)cc1 (centres undefined)	i	i	i	i	1.5	i	i	i	i	i	i
COc1ccc(C(C(=O)NC2CCCCC2)N(C(=O)c2ccccn2)c2cccnc2)c(OC)c1 (centres undefined)	i	i	i	i	3.9	i	i	i	i	i	i
O=C(N=Nc1c(O)[nH]c2ccccc12)c1cccs1	i	i	i	i	-4.9	i	i	i	i	i	i
Cc1nnc(SCC(=O)c2ccc(Cl)cc2)s1	i	i	i	i	-3.5	i	i	i	i	i	i
Cc1ccc(N2C(=O)C(Cl)=C(N3CCCCCC3)C2=O)c(C)c1	i	i	i	i	15.4	i	i	i	i	i	i
COC(=O)Nc1ccc(S(=O)(=O)N2CCCc3cccc(O)c32)cc1	i	i	i	i	-0.3	i	i	i	i	i	i
COc1ccc(/C(O)=C2/C(=O)C(=O)N(CCCN3CCOCC3)C2c2ccc(C(C)C)cc2)cc1 (centres undefined)	i	i	i	i	1.3	i	i	i	i	i	i
Cc1[nH]nc2c1C(c1cc(Br)cs1)C(C#N)=C(N)O2 (centres undefined)	i	i	i	i	-10.3	i	i	i	i	i	i
C1CC(CN2CCOCC2)CN(c2nc3nonc3nc2N2CCSCC2)C1 (centres undefined)	i	i	i	i	-0.9	i	i	i	i	i	i
N#Cc1ccc(N2C(=O)[C@@H]3C(C(=O)c4cnccn4)=NN[C@@H]3C2=O)cc1	i	i	i	i	4.0	i	i	i	i	i	i
CC(C)(C)NC(=O)C(=O)NN=C1CCCCCC1	i	i	i	i	3.4	i	i	i	i	i	i
O=C(c1ccc(Cl)cc1)N1N=CCC1(O)c1ccc(Cl)cc1 (centres undefined)	i	i	i	i	7.2	i	i	i	i	i	i
Cc1nc(CCNC(=O)Cc2ccccc2)cs1	i	i	i	i	-9.5	i	i	i	i	i	i
Cc1cccc(NC(=O)Cn2cc(C(=O)c3ccco3)c3ccccc32)c1	i	i	i	i	19.0	i	i	i	i	i	i
CCS(=O)(=O)N1CCC(C(=O)N2CCOCC2)CC1	i	i	i	i	0.0	i	i	i	i	i	i

(next part)
SMILES	MrgX1 PAM	MrgX1 antagonist	TMEM16A act	TRPC6 inhibitor	SKKanGAS inh	TRPC4 potent	TRPC4 act	MrgX1 ag	ANO1 block	TRPC4 inh	TRPC6 act
O=C(Nc1ncccc1O)c1cc2ccccc2o1	i	i	i	i	0.7	i	i	i	i	i	i
CN(C)c1ccc(C(=S)N2CCN(C(=S)Nc3ccccc3)CC2)cc1	i	i	i	i	2.2	i	i	i	i	i	i
COc1ccc(/C=N/NC(=O)CCn2c3ccccc3c3ccccc32)cc1O	i	i	i	i	15.9	i	i	i	i	i	i
COc1ccc(-c2[nH]ncc2CN2CCN(Cc3cccs3)CC2)c(F)c1	i	i	i	i	-3.8	i	i	i	i	i	i
Cc1csc(CN(C)C(=O)CC2C(=O)NCCN2CC(C)(C)C)n1 (centres undefined)	i	i	i	i	-5.5	i	i	i	i	i	i
CCOCCCNC(=O)C1CCCN(S(=O)(=O)c2cccc3nsnc23)C1 (centres undefined)	i	i	i	i	-2.3	i	i	i	i	i	i
Cc1ccc(NC(=O)C2CC(=O)N(C(C)C)C2)cc1C (centres undefined)	i	i	i	i	-2.2	i	i	i	i	i	i
COCCNC(=O)c1cn(C(C)c2ccccc2F)nn1 (centres undefined)	i	i	nt	i	-8.3	i	i	i	i	i	i
c1ccc(-c2csc(N3CCCCCC3)n2)cc1	i	i	i	i	13.1	i	i	i	i	i	i
COCCN(C(=O)C(F)(F)F)C(C(=O)NC1CCCCC1)c1ccco1 (centres undefined)	i	i	i	i	-4.9	i	i	i	i	i	i
Cc1cc(NC(=O)CCCn2nc([N+](=O)[O-])c(Br)c2C)no1	i	i	i	i	-6.0	i	i	i	i	i	i
N#Cc1c(N)nc2c(c1N)CC(=O)N2c1ccc(Cl)cc1	i	i	i	i	-11.8	i	i	i	i	i	i

Three compounds already listed, sorted by length of the SMILES, low to high.
SMILES	MrgX1 PAM	MrgX1 antagonist	TMEM16A act	TRPC6 inhibitor	SKKanGAS inh	TRPC4 potent	TRPC4 act	MrgX1 ag	ANO1 block	TRPC4 inh	TRPC6 act
Cc1ccc(NC(=O)C2CC(=O)N(C(C)C)C2)cc1C (centres undefined)	i	i	i	i	-2.2	i	i	i	i	i	i
COCCN(C(=O)C(F)(F)F)C(C(=O)NC1CCCCC1)c1ccco1 (centres undefined)	i	i	i	i	-4.9	i	i	i	i	i	i
COc1ccc(/C=N/NC(=O)CCn2c3ccccc3c3ccccc32)cc1O	i	i	i	i	15.9	i	i	i	i	i	i
